GLD-1 RNA inh: GLD-1/TGE RNA complex disruptors, primary screen, biochemical, fluorescence polarization; Female germline-specific tumor suppressor gld-1 (Caenorhabditis elegans), Q17339; purified GLD-1 + fluorescein TGE RNA; inhibition, % at 5.96 µM; 320,000 compounds, 0.44% hits; AID 2280, 2010;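 active = percent inhibition above a per-plate cutoff, the plate mean of test compounds plus 3 SD, cut at about 30% in these data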;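 also: 0% = DMSO wells with GLD-1 and probe and 100% = wells lacking GLD-1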
pPAFAH inh: pPAFAH enzyme inhibitors, primary screen, biochemical, fluorescence polarization, human; recombinant pPAFAH, FP-rhodamine probe fluorescence polarization; inhibition, % at 3.39 µM; 330,000 compounds, 1.5% hits;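 active = inhibition above the mean inhibition across the screen plus 3 SD, cut at about 25% in these data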;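 also: inhibitors block binding of the rhodamine activity-based probe so polarization drops; 0% = enzyme with DMSO and 100% = wells lacking pPAFAH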
PME-1 inh: PME-1 inhibitors via competitive probe labeling, primary screen, biochemical, fluorescence polarization, FP-Rh probe, HTS. inhibition, % at 5.9 µM. recombinant PME-1. 320,000 compounds, 0.53% hits. AID 2130, 2009;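 active = inhibition above the campaign mean of all compounds plus 3 SD, cut at about 26% in these data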;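 also: competitive labeling of PME-1 active site by serine hydrolase directed probe; 0% = PME-1 with DMSO and 100% = wells lacking PME-1 enzyme; inhibitors block probe labeling so polarization falls and inhibition rises; many of its hits are not listed in these tables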
MEX-5 binding: MEX-5 zinc finger RNA-binding disruptors – biochemical, C. elegans, fluorescence polarization, MLPCN library, primary screen; Zinc finger protein mex-5 (Caenorhabditis elegans), Q9XUB2; 300,000 compounds, 0.38% hits; activity score (negative = inhibition of binding), % at 10 µM; MEX-5/FITC-TCR2 RNA binding; hits give low values; AID 1832, 2009;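 active = inhibition past about -25% in most replicates, and total fluorescence under double the plate's negative control median, limit read from the data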;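 also: 0% = DMSO and -100% = 5 µM competing unlabeled TCR2 RNA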
Target sequence (Q9XUB2 whole entry, looked up): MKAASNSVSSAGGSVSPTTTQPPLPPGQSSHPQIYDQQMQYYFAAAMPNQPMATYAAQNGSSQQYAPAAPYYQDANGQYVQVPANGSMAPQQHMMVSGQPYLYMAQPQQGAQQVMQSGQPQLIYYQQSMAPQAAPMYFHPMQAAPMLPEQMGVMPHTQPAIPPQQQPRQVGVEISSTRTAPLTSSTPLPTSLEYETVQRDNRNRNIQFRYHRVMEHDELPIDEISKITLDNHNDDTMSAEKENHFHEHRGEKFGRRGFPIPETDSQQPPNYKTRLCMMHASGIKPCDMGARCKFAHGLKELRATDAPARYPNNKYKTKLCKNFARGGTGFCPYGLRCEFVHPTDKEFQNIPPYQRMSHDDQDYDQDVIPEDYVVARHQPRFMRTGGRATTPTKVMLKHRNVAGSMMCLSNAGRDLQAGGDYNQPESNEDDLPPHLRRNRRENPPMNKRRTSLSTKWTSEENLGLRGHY
PAFAH1B2 FP inh: PAFAH1B2 enzyme inhibitors, primary screen, biochemical, fluorescence polarization, human. Platelet-activating factor acetylhydrolase IB subunit alpha2 (Homo sapiens), P68402. recombinant PAFAH1B2, FP-rhodamine activity probe. inhibition, % at 3.39 µM. 340,000 compounds, 1.2% hits;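 active = inhibition above the mean of all tested compounds plus 3 SD, cut at about 24% in these data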;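 also: 0% = enzyme with DMSO and 100% = wells lacking PAFAH1B2; many of its hits are not listed in these tables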
Target sequence (P68402 whole entry, looked up): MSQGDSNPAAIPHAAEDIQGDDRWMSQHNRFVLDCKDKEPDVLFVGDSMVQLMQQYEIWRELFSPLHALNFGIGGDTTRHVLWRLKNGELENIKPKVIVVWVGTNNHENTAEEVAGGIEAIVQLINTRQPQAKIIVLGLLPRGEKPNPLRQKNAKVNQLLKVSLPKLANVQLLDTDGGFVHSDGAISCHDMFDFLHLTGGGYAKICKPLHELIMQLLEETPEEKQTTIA
Fam108B inh: mouse Fam108B serine hydrolase inhibitors, primary screen, counter-screen for RBBP9 inhibitor project, biochemical, fluorescence polarization | recombinant Fam108B, FP-Rh probe fluorescence polarization | 300,000 compounds, 0.33% hits | inhibition, % at 9.51 µM;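 active = inhibition above the screen mean inhibition plus 3 SD, computed separately per campaign, cut at about 18% in these data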;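 also: inhibitors lower polarization as less probe binds the enzyme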
AHR act: AHR activators, primary screen, cell-based, luminescence, luciferase reporter, human; Aryl hydrocarbon receptor (Homo sapiens), P35869; AHR-responsive luciferase reporter cells; activation, % at 5 µM; 320,000 compounds, 2.5% hits; AID 2796, 2010; in the data active = activation above about 47%;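 also: 0% = vehicle wells and 100% = reference agonist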
Bcl-xL primary: inhibitors of human Bcl-xL, primary screen, biochemical, fluorescence polarization, HTS; Bcl-2-like protein 1 (Homo sapiens), Q07817; GST-Bcl-xL / FITC-Bim BH3 peptide fluorescence polarization; inhibition, % at 10.9 µM; 320,000 compounds, 0.7% hits;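 active = inhibition above the mean of all tested compounds plus 3 SD, cutoff set per campaign, cut at about 30% in these data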;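 also: 0% = DMSO wells and 100% = unlabeled Bim-BH3 peptide competitor; inhibitors lower millipolarization by displacing the labeled peptide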
MCL1 BIM primary: inhibitors of MCL1 binding to BIM-BH3, primary screen, biochemical, fluorescence polarization. Induced myeloid leukemia cell differentiation protein Mcl-1 (Homo sapiens), Q07820. GST-MCL1 / FITC-Bim-BH3 fluorescence polarization. inhibition, % at 10.9 µM. 320,000 compounds, 0.68% hits. AID 2057, 2009;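 active = inhibition above the mean inhibition of all tested compounds plus 3 SD, set per campaign, cut at about 40% in these data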;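 also: 0% = DMSO wells and 100% = unlabeled Bim-BH3 peptide control; higher means more loss of mP so more displacement of Bim peptide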
Target sequence (Q07820 whole entry, looked up): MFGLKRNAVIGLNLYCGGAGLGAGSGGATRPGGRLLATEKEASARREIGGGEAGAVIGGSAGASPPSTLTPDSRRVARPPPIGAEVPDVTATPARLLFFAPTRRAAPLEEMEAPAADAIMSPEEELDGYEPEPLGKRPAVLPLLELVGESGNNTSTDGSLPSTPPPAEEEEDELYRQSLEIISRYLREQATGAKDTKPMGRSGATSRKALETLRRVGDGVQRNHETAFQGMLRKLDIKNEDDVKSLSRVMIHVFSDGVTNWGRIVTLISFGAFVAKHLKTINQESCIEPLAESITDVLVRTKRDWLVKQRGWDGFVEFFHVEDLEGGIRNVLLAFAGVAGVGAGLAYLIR
* hit, by the source's call.

What do the screens show for `COc1ccccc1NC(=O)/C(=C\c1cccnc1)NC(=O)c1ccc(C)cc1`?
GLD-1 RNA inh: 5; pPAFAH inh: 2; PME-1 inh: 1; MEX-5 binding: 0.2; PAFAH1B2 FP inh: 3; Fam108B inh: -2; AHR act: 9; Bcl-xL primary: -2; MCL1 BIM primary: -3

What do the screens show for `Nn1c(C2CCC2)nc2ccccc2c1=O`?
GLD-1 RNA inh: 6; pPAFAH inh: 3; PME-1 inh: -1; MEX-5 binding: -0.3; PAFAH1B2 FP inh: -1; Fam108B inh: 1; AHR act: 2; Bcl-xL primary: 2; MCL1 BIM primary: -5

How did CCCc1ccc(-c2cc(C(=O)N/N=C/c3ccc([N+](=O)[O-])o3)c3ccccc3n2)cc1 do in these assays?
GLD-1 RNA inh: -2; pPAFAH inh: 6; PME-1 inh: 9; MEX-5 binding: 0.5; PAFAH1B2 FP inh: 7; Fam108B inh: 8; AHR act: 3; Bcl-xL primary: -2; MCL1 BIM primary: -8

What do the screens show for `CSCC[C@H](NC(=O)c1ccc2c(c1)OCO2)c1nnc2ccccn12`?
GLD-1 RNA inh: -5; pPAFAH inh: -3; PME-1 inh: -8; MEX-5 binding: 0.4; PAFAH1B2 FP inh: 3; Fam108B inh: -6; AHR act: 2; Bcl-xL primary: 5; MCL1 BIM primary: 2

Results for COC(=O)Nc1ccc(S(=O)(=O)NNC(=O)c2c(O)c3ccccc3n(C)c2=O)cc1 ?
GLD-1 RNA inh: -9; pPAFAH inh: -10; PME-1 inh: -9; MEX-5 binding: -0.1; PAFAH1B2 FP inh: 2; Fam108B inh: -3; AHR act: 20; Bcl-xL primary: 5; MCL1 BIM primary: 6

How did CS(=O)(=O)c1cccc(C(=O)NCc2ccc(F)cc2)c1 do in these assays?
GLD-1 RNA inh: -3; pPAFAH inh: 6; PME-1 inh: -2; PAFAH1B2 FP inh: -1; Fam108B inh: 0; AHR act: -3; Bcl-xL primary: -1; MCL1 BIM primary: -3

How did CN(Cc1ccccc1)S(=O)(=O)c1ccc2c(c1)n(C)c(=O)c(=O)n2C do in these assays?
GLD-1 RNA inh: -3; pPAFAH inh: -1; PME-1 inh: 3; MEX-5 binding: 1.7; PAFAH1B2 FP inh: 4; Fam108B inh: -1; AHR act: 2; Bcl-xL primary: 5; MCL1 BIM primary: 3

What do the screens show for `COc1ccc(C2=NN(C(=O)CSc3nc4ccccc4s3)C(c3ccc(F)cc3)C2)cc1` (stereo unspecified)?
GLD-1 RNA inh: 5; pPAFAH inh: -1; PME-1 inh: -11; MEX-5 binding: 2.3; PAFAH1B2 FP inh: -2; Fam108B inh: -7; AHR act: 0; Bcl-xL primary: -3; MCL1 BIM primary: -4

Results for Cc1csc(NC(=O)C(C)Oc2ccc(Br)cc2)n1 (stereo unspecified) ?
GLD-1 RNA inh: 9; pPAFAH inh: 2; PME-1 inh: 2; MEX-5 binding: 1.2; PAFAH1B2 FP inh: 18; Fam108B inh: -5; AHR act: 10; Bcl-xL primary: -2; MCL1 BIM primary: -4

How did CCCC(C)C(=O)Nc1nc(C)c(-c2csc(Nc3ccccc3OC)n2)s1 (stereo unspecified) do in these assays?
GLD-1 RNA inh: 0; pPAFAH inh: 12; PME-1 inh: 6; MEX-5 binding: 2.5; PAFAH1B2 FP inh: 4; Fam108B inh: 11; AHR act: 124*; Bcl-xL primary: 5; MCL1 BIM primary: 2

How did O=C1CC(c2ccc(S(=O)(=O)N3CCCCC3)cc2)CN1 (stereo unspecified) do in these assays?
GLD-1 RNA inh: 11; pPAFAH inh: -3; PME-1 inh: -1; MEX-5 binding: -1.8; PAFAH1B2 FP inh: -9; Fam108B inh: 10; AHR act: -2; Bcl-xL primary: 1; MCL1 BIM primary: 4

How did CC(=O)Nc1ccc(C=NNc2ccc([N+](=O)[O-])cc2S(=O)(=O)Nc2ccccc2C(=O)O)cc1 do in these assays?
GLD-1 RNA inh: 1; pPAFAH inh: 26*; PAFAH1B2 FP inh: 3; AHR act: -1

Results for CCOC(=O)NCc1ccc2[nH]c(C)cc2c1 ?
GLD-1 RNA inh: 2; pPAFAH inh: -4; PME-1 inh: -5; MEX-5 binding: -1.4; PAFAH1B2 FP inh: 2; Fam108B inh: 5; AHR act: 8; Bcl-xL primary: 2; MCL1 BIM primary: 6

How did CC1(C)CC(=O)C(C=NCCO)=C(O)C1 do in these assays?
GLD-1 RNA inh: -10; pPAFAH inh: 5; PME-1 inh: -4; MEX-5 binding: -1.5; PAFAH1B2 FP inh: -3; Fam108B inh: 0; AHR act: -4; Bcl-xL primary: 6; MCL1 BIM primary: 1

How did CCOC(=O)C1CCN(C(=O)c2ccc(NC(=O)C3CCCO3)cc2)CC1 (stereo unspecified) do in these assays?
GLD-1 RNA inh: -3; pPAFAH inh: 9; PME-1 inh: 1; MEX-5 binding: -0.3; PAFAH1B2 FP inh: 2; Fam108B inh: -1; AHR act: 0; Bcl-xL primary: 3; MCL1 BIM primary: 4

What do the screens show for `O=C(CCC(=O)N1CCOc2ccccc21)N1CCOCC1`?
GLD-1 RNA inh: 3; pPAFAH inh: 6; PME-1 inh: 0; MEX-5 binding: 1.1; PAFAH1B2 FP inh: 0; Fam108B inh: 3; AHR act: 0; Bcl-xL primary: -1; MCL1 BIM primary: 2

What do the screens show for `Cc1cc(NC(=O)C(C)SCC(=O)OC(C)C(=O)Nc2ccc(F)cc2Cl)no1` (stereo unspecified)?
GLD-1 RNA inh: 4; pPAFAH inh: 12; PME-1 inh: -2; MEX-5 binding: 0.0; PAFAH1B2 FP inh: -2; Fam108B inh: 1; AHR act: 1; Bcl-xL primary: -5; MCL1 BIM primary: -7

How did O=C1Cc2cc(S(=O)(=O)N3CCN(c4ccccc4)CC3)ccc2N1 do in these assays?
GLD-1 RNA inh: -6; pPAFAH inh: -7; PME-1 inh: -8; MEX-5 binding: 0.1; PAFAH1B2 FP inh: 3; Fam108B inh: 0; AHR act: 1; Bcl-xL primary: 0; MCL1 BIM primary: -4

How did COc1ccc(CN(C2CCCC2)S(=O)(=O)c2ccc(-n3cnnn3)c(OC)c2)cc1OC do in these assays?
GLD-1 RNA inh: 9; pPAFAH inh: -3; PME-1 inh: 4; MEX-5 binding: -0.5; PAFAH1B2 FP inh: 0; Fam108B inh: -1; AHR act: -1; Bcl-xL primary: 3; MCL1 BIM primary: -5

What do the screens show for `CC(OC(=O)CNC(=O)C1CCCCC1)C(=O)NCc1ccccc1` (stereo unspecified)?
GLD-1 RNA inh: 1; pPAFAH inh: -4; PAFAH1B2 FP inh: -1; AHR act: 2

What do the screens show for `CC1(C)CC(=O)/C(=C\c2cccc([N+](=O)[O-])c2)C(C)(C)N1`?
GLD-1 RNA inh: -2; pPAFAH inh: -5; PME-1 inh: 2; MEX-5 binding: 0.6; PAFAH1B2 FP inh: 3; Fam108B inh: 13; AHR act: 3; Bcl-xL primary: 1; MCL1 BIM primary: -6

How did C/C(CC(=O)Nc1ccccc1C#N)=N\NC(=O)c1ccncc1 do in these assays?
GLD-1 RNA inh: -6; pPAFAH inh: 3; PME-1 inh: 1; MEX-5 binding: -3.3; PAFAH1B2 FP inh: -2; Fam108B inh: 0; AHR act: 16; Bcl-xL primary: -1; MCL1 BIM primary: 0

Results for CC(C)(Oc1ccc(Cl)cc1)C(=O)NCc1ccncc1 ?
GLD-1 RNA inh: 11; pPAFAH inh: -1; PME-1 inh: 5; MEX-5 binding: -1.5; PAFAH1B2 FP inh: 5; Fam108B inh: 1; AHR act: -2; Bcl-xL primary: 7; MCL1 BIM primary: 9

Results for C=C(C)c1cccc(C(C)(C)NC(=O)Nc2nncs2)c1 ?
GLD-1 RNA inh: 1; pPAFAH inh: -6; PME-1 inh: -10; MEX-5 binding: -3.5; PAFAH1B2 FP inh: 6; Fam108B inh: -2; AHR act: 10; Bcl-xL primary: 3; MCL1 BIM primary: 10

What do the screens show for `CCc1cccc2c(SC(C)C(=O)NCC3CCCO3)nc(-c3ccccc3)nc12` (stereo unspecified)?
GLD-1 RNA inh: -3; pPAFAH inh: -8; PME-1 inh: -1; MEX-5 binding: -0.5; PAFAH1B2 FP inh: 0; Fam108B inh: 9; AHR act: 5; Bcl-xL primary: 8; MCL1 BIM primary: 1

Results for Cc1ccc2c(c1)c1c(n2C)-c2[nH]ncc2CC1 ?
GLD-1 RNA inh: 8; pPAFAH inh: 9; PME-1 inh: 9; MEX-5 binding: -0.5; PAFAH1B2 FP inh: 3; Fam108B inh: 8; AHR act: 13; Bcl-xL primary: 1; MCL1 BIM primary: -4

What do the screens show for `Cc1cc(C)c(C)c(OCCCCN(C)Cc2ccccc2)c1`?
GLD-1 RNA inh: 2; pPAFAH inh: 4; PME-1 inh: -7; MEX-5 binding: -0.8; PAFAH1B2 FP inh: -2; Fam108B inh: 0; AHR act: 2; Bcl-xL primary: 4; MCL1 BIM primary: 4

How did CN1CCC(N(C)S(=O)(=O)c2ccc(NC(=O)COc3ccc(Cl)cc3)cc2)CC1 do in these assays?
GLD-1 RNA inh: -5; pPAFAH inh: 2; PME-1 inh: -1; PAFAH1B2 FP inh: 2; AHR act: 4; Bcl-xL primary: 8; MCL1 BIM primary: 6

What do the screens show for `CCOc1cc(C=O)cc(Br)c1OCC(=O)NCCc1ccccc1`?
GLD-1 RNA inh: -7; pPAFAH inh: 8; PME-1 inh: 17; MEX-5 binding: 1.8; PAFAH1B2 FP inh: 4; Fam108B inh: 6; AHR act: 6; Bcl-xL primary: 1; MCL1 BIM primary: -7

Results for CCOc1ccccc1NC(=O)c1cccc(NC(=O)c2ccco2)c1 ?
GLD-1 RNA inh: -3; pPAFAH inh: 0; PME-1 inh: -4; MEX-5 binding: -2.3; PAFAH1B2 FP inh: 2; Fam108B inh: 1; AHR act: -12; Bcl-xL primary: 6; MCL1 BIM primary: 1

Results for c1ccc(-c2ccccc2OCCOCCN2CCOCC2)cc1 ?
GLD-1 RNA inh: -4; pPAFAH inh: -1; PME-1 inh: 5; MEX-5 binding: -5.4; PAFAH1B2 FP inh: 5; Fam108B inh: 2; AHR act: 3; Bcl-xL primary: 10; MCL1 BIM primary: 8

What do the screens show for `CCNC(=S)NNC(=O)c1csc(C(C)C)c1`?
GLD-1 RNA inh: 9; pPAFAH inh: 2; PME-1 inh: -5; MEX-5 binding: -0.5; PAFAH1B2 FP inh: 6; Fam108B inh: -1; AHR act: 5; Bcl-xL primary: 2; MCL1 BIM primary: 6

What do the screens show for `CC(C)c1ccc(S(=O)(=O)N2CCN(C(=O)C3CC3C)CC2)cc1` (stereo unspecified)?
GLD-1 RNA inh: 2; pPAFAH inh: 5; PME-1 inh: -1; MEX-5 binding: 1.9; PAFAH1B2 FP inh: 6; Fam108B inh: 4; AHR act: 3; Bcl-xL primary: 1; MCL1 BIM primary: -7

How did OCCNCc1cccc(Br)c1 do in these assays?
GLD-1 RNA inh: 9; pPAFAH inh: -3; PME-1 inh: 0; MEX-5 binding: -1.2; PAFAH1B2 FP inh: 3; Fam108B inh: 2; AHR act: 2; Bcl-xL primary: 3; MCL1 BIM primary: -3

Only part of the results is shown; the hit share may differ from the screen's.
